TNAP inh no acc: inhibitors of human TNAP without phosphate acceptor. P05186. purified TNAP, CDP-star luminescence, 30 min. 200,000 tested, 0.26% active. AID 1012. inhibition, % at 20 µM;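 active = tissue-nonspecific alkaline phosphatase inhibition above about 50% at 20 µM in the single-dose screen, limit read from the data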;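 also: 0% = DMSO negative control and 100% = EDTA positive control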
Target sequence (P05186 whole entry, looked up): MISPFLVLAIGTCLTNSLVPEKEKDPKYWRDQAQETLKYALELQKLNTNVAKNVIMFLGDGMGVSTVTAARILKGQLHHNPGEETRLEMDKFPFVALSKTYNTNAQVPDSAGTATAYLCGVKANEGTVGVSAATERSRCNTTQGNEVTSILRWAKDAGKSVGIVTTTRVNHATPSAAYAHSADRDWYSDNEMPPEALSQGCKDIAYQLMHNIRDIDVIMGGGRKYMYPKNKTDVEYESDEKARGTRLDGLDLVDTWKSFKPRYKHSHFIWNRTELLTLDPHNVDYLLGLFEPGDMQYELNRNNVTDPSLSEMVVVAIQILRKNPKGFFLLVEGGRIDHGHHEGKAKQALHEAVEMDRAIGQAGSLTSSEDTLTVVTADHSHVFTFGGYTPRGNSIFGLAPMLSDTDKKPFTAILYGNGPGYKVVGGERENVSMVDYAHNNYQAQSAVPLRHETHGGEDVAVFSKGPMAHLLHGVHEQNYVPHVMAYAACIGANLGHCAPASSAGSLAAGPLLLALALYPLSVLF
PMI act hi M6P: PMI (human) activation, high substrate | activation factor at 20 µM | 190,000 tested, 0.34% active | P34949 | coupled PMI enzyme assay, resazurin fluorescence, 20 min; hits give high values; 1 = untreated enzyme, 0 = substrate-free blank;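 active = activation factor of 2 or more at 20 µM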
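Test system – human PMI in coupled enzyme assay · Timing – 20 min incubation at room temperature · Detection – Diaphorase-driven resazurin-to-resorufin fluorescence, excitation 544, emission 590 nm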
RAM inhibit: inhibitors of the yeast RAM network; S. cerevisiae dse1pr::URA3 reporter, 5-FOA growth OD615, 2 d; analog-sensitive cbk1-as2 kinase mutant strain; inhibition, % at 50 µM; 190,000 tested, 1.8% active;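 active = inhibition above a set limit, 3 SD over mean compound inhibition, cut at about 8.4% in these data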;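 also: 0% = DMSO-only wells with no growth and 100% = 10 µM 1-NA-PP1 full growth; inhibition rescues growth on 5-FOA so higher OD means more RAM inhibition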
Hsp70 act: Hsp70 transcriptional activation, primary screen; HeLa Hsp70 promoter luciferase reporter, luminescence; scaled: vehicle 0, proteasome-inhibitor control 100%; activation, % at 10 µM; 200,000 tested, 0.04% active;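 active = activation above the mean across all tested compounds plus 3 SD, cutoff set per campaign, cut at about 5.5% in these data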;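 also: 100% = MG132 at 30 µM as the positive control and 0% = DMSO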
PMI act: increases human mannose-6-phosphate isomerase activity; P34949; purified human PMI, coupled resazurin fluorescence, 20 min; hits give high values; 1 = vehicle control, 0 substrate-free wells; activation factor at 20 µM; 190,000 tested, 0.005% active; AID 1214;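 active = activation factor of 2 or more at 20 µM, relative to plate controls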
S1P3 antag: antagonists of human S1P3 receptor; CHO S1P3 NFAT-BLA reporter, FRET fluorescence, antagonist mode; inhibition, % at 4.98 µM; 170,000 tested, 0.27% active; AID 485;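 active = inhibition above the plate cutoff, the mean inhibition of test wells on that plate plus 3 SD, cut at about 28% in these data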;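 also: cells challenged with S1P at its EC80 of 0.8 µM; blue over green emission ratio from cleaved BLA substrate after 4 h stimulation; 0% = S1P-stimulated wells and 100% = unstimulated DMSO-only wells; some compounds past the cut are filed as inactive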
Target sequence (Q99500 whole entry, looked up): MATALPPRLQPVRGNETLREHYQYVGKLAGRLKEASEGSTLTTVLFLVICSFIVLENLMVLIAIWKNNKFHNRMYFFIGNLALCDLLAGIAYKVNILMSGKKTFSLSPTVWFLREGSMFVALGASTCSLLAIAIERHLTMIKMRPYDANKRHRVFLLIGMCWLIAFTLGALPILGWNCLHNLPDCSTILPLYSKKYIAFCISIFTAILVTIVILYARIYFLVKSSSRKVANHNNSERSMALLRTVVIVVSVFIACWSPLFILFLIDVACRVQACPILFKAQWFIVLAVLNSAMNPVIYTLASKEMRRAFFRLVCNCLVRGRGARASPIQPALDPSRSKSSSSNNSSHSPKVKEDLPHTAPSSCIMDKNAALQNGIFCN
Efa HMGR inh: inhibitors of class II HMG-CoA reductase from Enterococcus faecalis; purified E. faecalis HMGR, NADPH absorbance 340 nm kinetic; inhibition, % at 10 µM; 190,000 tested, 0.41% active;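 active = inhibition above a set limit, the median over all tested compounds plus 3 SD, cut at about 9.5% in these data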;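 also: enzyme runs in reverse so mevalonate oxidation gives rising NADPH absorbance; 0% = complete reaction with DMSO and 100% = background rate lacking mevalonate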
Redox H2O2 prof: compounds producing H2O2 with reducing agent – biochemical, NIH compound library profiling, artefact control for MLSCN library redox annotation, primary screen. activation, % at 10 µM. AID 878. 200,000 tested, 0.03% active. DTT-dependent redox cycling H2O2, phenol red/HRP absorbance; 100% = 100 µM peroxide control, 0% = buffer;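 active = activation of at least 50% relative to the plate's high and low controls in the primary single-dose screen; inactive = activation below 50%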;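 also: compound incubated with DTT at 0.8 mM final as the reducing agent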
TNAP inh hiacc: TNAP (human) inhibition, high acceptor; inhibition, % at 20 µM; purified TNAP, CDP-star luminescence, 1 M DEA; P05186; 200,000 tested, 0.03% active;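 active = over 50% inhibition of tissue-nonspecific alkaline phosphatase at 20 µM in the single-dose screen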;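 also: plate controls were DMSO wells for no effect and EDTA-quenched wells as full inhibition for full effect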
Lmaj promast: inhibitors of Leishmania major promastigote growth; 200,000 tested, 9% active; Leishmania major promastigotes, resazurin fluorescence viability; AID 1063; inhibition, % at 10 µM; in the data active = inhibition above about 50%;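 also: promastigotes grown with compound for 44 hours at 28 °C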
Active calls of the source: *; . = no result given.

(1) O=C(COC(=O)Cc1cn2ccsc2n1)Nc1nc2ccccc2s1
(2) Nc1nc2n(n1)C(=O)CC(c1ccccc1)N2 (centres undefined)
(3) COc1ccccc1/C=C/C(=O)N1CCCC1
(4) NNC(=O)C1CCCN1S(=O)(=O)c1ccc(Cl)cc1 (centres undefined)
(5) CCOc1ccc(Oc2ccccc2NC(=O)CCNC(C)=O)cc1
(6) Cc1ccc2c(CC(=O)Nc3nc(C)cs3)coc2c1
(7) Cc1c(C(=O)NCCn2ccc3ccccc32)cccc1[N+](=O)[O-]
(8) COc1ccc(NC(C)C(=O)N/N=C/c2ccccc2OCc2cccc(Br)c2)cc1 (centres undefined)
Screen / compound no. | 1 | 2 | 3 | 4 | 5 | 6 | 7 | 8
TNAP inh no acc | -1 | -9 | -10 | -4 | -6 | -11 | -8 | -12
PMI act hi M6P | 1 | 1.1 | 1 | 1 | 1 | 0.9 | 1 | 0.8
RAM inhibit | 6.6 | 0.2 | 1.1 | 2.7 | 0.8 | 1.6 | 1.6 | 1.2
Hsp70 act | 0.3 | -0.1 | 0.4 | -0.1 | -0.2 | -0.2 | -0.3 | -0.4
PMI act | 0.9 | 1.1 | 1 | 1 | 1 | 0.9 | 1 | 0.9
S1P3 antag | -8 | -13 | 11 | -3 | -12 | . | -14 | -5
Efa HMGR inh | -2 | -4 | -7 | 0 | -7 | 1 | -1 | -5
Redox H2O2 prof | 2.4 | -0.1 | 0.0 | -1.1 | -0.2 | -3.5 | -0.3 | 0.1
TNAP inh hiacc | -6 | 0 | -5 | 2 | -3 | -6 | -5 | 0
Lmaj promast | -5 | -5 | 5 | 11 | 0 | 8 | 12 | -6

(9) CCOCC(O)CS(=O)Cc1ccccc1 (centres undefined)
(10) COc1cc(C(=O)Nc2nccs2)cc(OC)c1OC
(11) C=COCCNC(=S)Nc1ccccc1
(12) CC(=O)Nc1ccc(NC(=O)CSc2ccc(C(F)(F)F)cc2[N+](=O)[O-])cc1
(13) O=C(CNC(=S)NC(=O)C1CCCCC1)c1ccccc1
(14) CCC(=O)NC(=S)Nc1ccccc1C(=O)NC1CCCCC1
(15) O=C(c1ccccc1)c1nn(-c2ccc(Cl)cc2)c(=O)cc1C(F)(F)F
(16) COc1cc(C=O)ccc1OCCCCOc1ccccc1[N+](=O)[O-]
Screen / compound no. | 9 | 10 | 11 | 12 | 13 | 14 | 15 | 16
TNAP inh no acc | -8 | -6 | -7 | -11 | 3 | -5 | -6 | -11
PMI act hi M6P | 0.9 | 1 | 1.1 | 1.1 | 1.1 | 1 | 1 | 1
RAM inhibit | 2.3 | -0.7 | 1.8 | 3.6 | 2.0 | 2.3 | 5.0 | 0.2
Hsp70 act | -0.4 | -0.1 | -0.3 | -0.3 | -0.3 | -0.2 | 0.1 | -0.3
PMI act | 0.9 | 1 | 1.1 | 1.1 | 1 | 1.1 | 1 | 1
S1P3 antag | -15 | . | -2 | 5 | 2 | 2 | . | -3
Efa HMGR inh | -1 | 1 | -4 | -2 | -4 | -2 | 3 | -6
Redox H2O2 prof | -0.1 | 2.7 | -0.1 | 0.8 | -0.3 | -0.1 | -3.0 | -0.1
TNAP inh hiacc | -4 | 3 | -6 | 1 | 1 | 3 | 1 | 1
Lmaj promast | -6 | 6 | -4 | -1 | -7 | 26 | 34 | 4

Two compounds from above with just RAM inhibit, S1P3 antag and TNAP inh hiacc.
| # | SMILES | RAM inhibit | S1P3 antag | TNAP inh hiacc |
| --- | --- | --- | --- | --- |
| 9 | CCOCC(O)CS(=O)Cc1ccccc1 (centres undefined) | 2.3 | -15 | -4 |
| 10 | COc1cc(C(=O)Nc2nccs2)cc(OC)c1OC | -0.7 | . | 3 |

The listing continues:
(17) Cc1cccc(NC(=O)c2cccc(NC(=O)Cc3cccs3)c2)c1
(18) COc1ccc(-n2c(=S)[nH]c3cc(C(=O)Nc4cccc(C)c4)ccc3c2=O)cc1
(19) CCCc1c(O)nc(SC2CC(=O)N(c3cc(OC)ccc3OC)C2=O)[nH]c1=O (centres undefined)
(20) Cc1cc(C)n2nc(-c3ccccc3)cc2n1
(21) CC(Oc1ccccc1)c1ccn[nH]1 (centres undefined)
(22) O=C(COc1ccc(Cl)cc1)N(Cc1ccccc1)c1ccccn1
(23) Cc1ccc(C(=O)N2CCCC2)cc1S(=O)(=O)Nc1ccccc1
(24) O=C(Nc1cccnc1)c1ccc2c(c1)OCO2
Screen / compound no. | 17 | 18 | 19 | 20 | 21 | 22 | 23 | 24
TNAP inh no acc | -6 | -35 | -8 | -8 | -3 | -10 | -12 | -21
PMI act hi M6P | 0.9 | 1 | 0.9 | 0.9 | 1 | 0.9 | 0.9 | 0.9
RAM inhibit | 2.4 | 2.9 | 1.5 | 0.5 | 0.6 | -0.7 | 0.3 | 1.4
Hsp70 act | -0.3 | -0.4 | -0.1 | 0.9 | -0.5 | -0.1 | -0.3 | -0.2
PMI act | 0.8 | 1 | 0.9 | 0.9 | 0.9 | 0.9 | 0.9 | 0.9
S1P3 antag | 7 | -1 | -15 | -16 | -12 | . | 12 | 10
Efa HMGR inh | -2 | 1 | 2 | -4 | -3 | 2 | 4 | 4
Redox H2O2 prof | 0.3 | 0.1 | -2.5 | -1.2 | -0.7 | 1.9 | 1.9 | 0.3
TNAP inh hiacc | 0 | 1 | -2 | -6 | -1 | -3 | -1 | -7
Lmaj promast | 7 | -6 | -4 | -1 | -4 | -6 | 3 | -2

(25) O=C(CNC(=O)c1ccco1)OCC(=O)c1ccccc1Cl
(26) Cc1ccc([N+](=O)[O-])cc1NC(=S)NC(=O)C(C)(C)C
(27) Cc1ccc2c(Cl)c(C(=O)Nc3cccnc3)sc2c1
(28) O=C(COC(=O)c1ccc(S(=O)(=O)NCc2ccco2)cc1)Nc1ccc(Cl)cn1
(29) Cc1nc(Nc2nc3ccccc3o2)nc2c1CCC2
(30) Cc1cc(C)nc(SC(C)C(=O)N/N=C/c2cccs2)n1 (centres undefined)
(31) CC(=O)OC1COC(N2CCc3cc([N+](=O)[O-])ccc32)C(OC(C)=O)C1OC(C)=O (centres undefined)
(32) C/C(=N\NC(=O)c1c(C)nc2ccccn12)c1cccc([N+](=O)[O-])c1
Screen / compound no. | 25 | 26 | 27 | 28 | 29 | 30 | 31 | 32
TNAP inh no acc | -9 | -4 | 3 | -5 | -165 | -1 | 2 | -19
PMI act hi M6P | 1.1 | 0.9 | 1 | 0.9 | 0.9 | 1 | 1 | 1
RAM inhibit | 0.0 | -1.2 | 1.8 | 2.9 | -0.2 | 4.5 | 0.8 | 1.0
Hsp70 act | 0.3 | -0.4 | 0.3 | -0.1 | -0.6 | 0.8 | -0.2 | 0.0
PMI act | 1 | 0.8 | 1.1 | 1 | 0.9 | 1 | 0.9 | 1
S1P3 antag | -10 | . | 11 | -7 | -44 | . | . | -21
Efa HMGR inh | -1 | -5 | -2 | -5 | -16 | -3 | -2 | -5
Redox H2O2 prof | 0.3 | -4.4 | -0.5 | 0.2 | 2.9 | -4.1 | 1.2 | -0.3
TNAP inh hiacc | -7 | -1 | -6 | -2 | -12 | -5 | 6 | -1
Lmaj promast | -4 | 2 | 23 | 3 | 1 | 1 | -3 | 2

(33) CCN(CC)c1ccc(NC(=O)CC2Oc3ccccc3NC2=O)c(C)c1 (centres undefined)
(34) CC1CCCCC1NCC(=O)NCc1ccc(F)cc1 (centres undefined)
(35) CC(=O)N1CCN(CC(=O)Nc2cc(S(=O)(=O)N3CCOCC3)ccc2C)CC1
(36) COc1ccc(OC)c(CNC(=O)C2CCCN(C(=O)N(C)C)C2)c1 (centres undefined)
(37) CC1=CCC2(CO)COC(c3ccccc3O)C1C2 (centres undefined)
(38) O=C(CSc1nccn1-c1ccccc1)Nc1ccc2c(c1)OCO2
(39) O=C(COC(=O)c1ccc2c(=O)n3c(nc2c1)CCC3)Nc1ccccc1F
(40) CSc1nc(-c2ccccc2)nn1C(=O)c1ccc(C)cc1
Screen / compound no. | 33 | 34 | 35 | 36 | 37 | 38 | 39 | 40
TNAP inh no acc | 15 | -8 | -9 | -8 | -6 | -9 | -5 | 49
PMI act hi M6P | 0.9 | 1.1 | 1 | 1 | 0.9 | 1 | 0.9 | 0.9
RAM inhibit | 1.5 | 0.3 | -0.6 | 0.4 | 1.4 | 0.5 | 1.0 | -0.9
Hsp70 act | -0.1 | -0.4 | -0.2 | -0.2 | -0.3 | 0.0 | -0.3 | 0.3
PMI act | 1 | 1.1 | 1.1 | 1 | 1 | 0.9 | 0.9 | 0.9
S1P3 antag | -16 | 3 | -13 | -31 | 9 | 2 | -7 | .
Efa HMGR inh | -5 | -3 | 5 | 0 | 0 | -6 | -4 | -9
Redox H2O2 prof | -2.3 | -1.1 | -2.5 | 0.5 | -0.6 | 0.4 | 0.0 | -8.8
TNAP inh hiacc | -6 | -7 | -4 | 1 | -3 | -3 | 0 | 1
Lmaj promast | 6 | -5 | -11 | -5 | 14 | 0 | 3 | 14

(41) N#CC1=C(N)Oc2c(ccc3cccnc23)C1c1cccnc1 (centres undefined)
(42) COc1ccccc1Oc1c(C)oc2c(CN(C)C)c(O)ccc2c1=O
(43) CCCC(C)NC(C)C(=O)NC1CCCC1 (centres undefined)
(44) COc1ccccc1C(=O)NNC(=O)c1ccc(Cl)cc1
Screen / compound no. | 41 | 42 | 43 | 44
TNAP inh no acc | 3 | -19 | -8 | -14
PMI act hi M6P | 0.8 | 1 | 0.9 | 1
RAM inhibit | 2.1 | 0.6 | -0.4 | 1.3
Hsp70 act | -0.1 | -0.4 | -0.4 | -0.1
PMI act | 1 | 0.9 | 0.9 | 1
S1P3 antag | . | -12 | 5 | -7
Efa HMGR inh | -3 | -5 | 1 | -2
Redox H2O2 prof | -0.4 | -0.6 | -0.6 | -1.2
TNAP inh hiacc | 10 | -4 | -1 | -2
Lmaj promast | -12 | 0 | -5 | 9

Compounds listed so far that contain an aryl thioether with sulfur outside any ring (five):
(12) CC(=O)Nc1ccc(NC(=O)CSc2ccc(C(F)(F)F)cc2[N+](=O)[O-])cc1
(19) CCCc1c(O)nc(SC2CC(=O)N(c3cc(OC)ccc3OC)C2=O)[nH]c1=O (centres undefined)
(30) Cc1cc(C)nc(SC(C)C(=O)N/N=C/c2cccs2)n1 (centres undefined)
(38) O=C(CSc1nccn1-c1ccccc1)Nc1ccc2c(c1)OCO2
(40) CSc1nc(-c2ccccc2)nn1C(=O)c1ccc(C)cc1
Screen / compound no. | 12 | 19 | 30 | 38 | 40
TNAP inh no acc | -11 | -8 | -1 | -9 | 49
PMI act hi M6P | 1.1 | 0.9 | 1 | 1 | 0.9
RAM inhibit | 3.6 | 1.5 | 4.5 | 0.5 | -0.9
Hsp70 act | -0.3 | -0.1 | 0.8 | 0.0 | 0.3
PMI act | 1.1 | 0.9 | 1 | 0.9 | 0.9
S1P3 antag | 5 | -15 | . | 2 | .
Efa HMGR inh | -2 | 2 | -3 | -6 | -9
Redox H2O2 prof | 0.8 | -2.5 | -4.1 | 0.4 | -8.8
TNAP inh hiacc | 1 | -2 | -5 | -3 | 1
Lmaj promast | -1 | -4 | 1 | 0 | 14
